Compound activity as filed in PubChem BioAssay.
D1 antag = antagonists of human D1 dopamine receptor | actives 3.2% (n = 360,000) | activity change, negative = inhibition, % at 10 µM | P21728 | HEK293 TREx D1 cells, calcium flux, dopamine EC80; active compounds read low; in the data active = activity change below about -30%; note: % is set by controls: 0 for no effect and ±100 for the full control effect
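Antagonism measured as reduced calcium response to an EC80 dopamine addition following 180 s compound pre-read; cells were inducible HEK293 Trex D1 plated overnight at 30 C, read kinetically at 1 cycle/sec.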
GRP78 ERSR act = inducers of ER stress response in human glioma cells. Potency, µM, inactives show top-dose activation, actives largely listed as activators. actives 0.02% (n = 420,000). U87-MG GRP78 promoter luciferase reporter, 16 h. AID 602332; note: potency is the fitted concentration of half-maximal effect; series mostly up to about 76 µM; % of control where 0% means no effect; nearly all actives have a fitted effect of over 35% in size
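Stably transfected U87-MG glioma cells carrying a GRP78-based luciferase sensor; 16 h compound incubation. Luminescence end-point read 10 min after Bright-Glo addition at room temperature.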
D1 PAM = enhances dopamine response at the human D1 receptor; P21728; HEK293 TREx D1 cells, calcium flux, dopamine EC20 potentiation; potentiation, % at 10 µM; actives 0.036% (n = 360,000); in the data active = potentiation above about 30%; note: 0% is about no effect
Vif-APOBEC3F blk = inhibitors of Vif-A3F interaction | actives 0.2% (n = 390,000) | Potency, µM (top dose mostly 46.1 µM), inactives show at the top dose activity, negative = active | AID 602313 | HeLa A3F-eYFP + Vif (tagged APOBEC3F with the HIV-1 protein that degrades it), YFP fluorescence increase; note: potency is the fitted concentration of half-maximal effect; % of control where 0% means no effect; nearly all actives have a fitted effect of over 65% in size
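HeLa cells stably expressing Vif plus C-terminally eYFP-tagged A3F were seeded, incubated overnight at 37 deg C, dosed with compound, incubated overnight again at 37 deg C. Yellow fluorescence (Ex 488/Em 500-530) reported blocked Vif-mediated A3F-eYFP degradation.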
LDHA block = LDHA (human) enzyme inhibition; actives 0.15% (n = 480,000); activity change, % (values are at about 110 or 230 µM); purified LDHA, NADH/diaphorase-resazurin fluorescence; active compounds read low; in the data active = activity change below about -30%; inconclusive = mostly about -25% to -30%;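 note: plate controls were DMSO wells for no effect and wells without enzyme for full effect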
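Enzyme activity of human lactate dehydrogenase 5 (2 nM; 0.06 mM NADH, 0.2 mM pyruvate, 5 min, RT) is measured via a resazurin/diaphorase fluorescence readout of residual NADH.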
D2 potentiator = positive allosteric modulators of human D2 dopamine receptor | P14416 | HEK293 T-REx D2, calcium flux, EC20 dopamine potentiation | potentiation, % at 10 µM | actives 0.34% (n = 340,000) | AID 485347;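 active = potentiation over 3 SD above the plate norm, cut at about 30% in these data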; note: 0% is about no effect
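Cells plated with tetracycline inducer and held overnight at 30 C; calcium dye loaded 30–90 min at room temperature; baseline taken, compound added and read 180 s; EC20 dopamine then added and read 180 s.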
RXFP1 ag = RXFP1 (human) receptor agonism; Q9HBX9; HEK293T-RXFP1 cAMP TR-FRET, 30 min; response scale: percent of porcine relaxin response, buffer zero; Potency, µM (series often up to 57.5 µM), without a hit: top-dose activation, actives largely listed as activators; actives 0.3% (n = 370,000); AID 2676; note: potency is the fitted concentration of half-maximal effect; % is set by controls: 0 for no effect and ±100 for the full control effect; nearly all actives have a fitted effect of over 60% in size; many of its hits are not listed in these tables
Target sequence (Q9HBX9 whole entry, looked up): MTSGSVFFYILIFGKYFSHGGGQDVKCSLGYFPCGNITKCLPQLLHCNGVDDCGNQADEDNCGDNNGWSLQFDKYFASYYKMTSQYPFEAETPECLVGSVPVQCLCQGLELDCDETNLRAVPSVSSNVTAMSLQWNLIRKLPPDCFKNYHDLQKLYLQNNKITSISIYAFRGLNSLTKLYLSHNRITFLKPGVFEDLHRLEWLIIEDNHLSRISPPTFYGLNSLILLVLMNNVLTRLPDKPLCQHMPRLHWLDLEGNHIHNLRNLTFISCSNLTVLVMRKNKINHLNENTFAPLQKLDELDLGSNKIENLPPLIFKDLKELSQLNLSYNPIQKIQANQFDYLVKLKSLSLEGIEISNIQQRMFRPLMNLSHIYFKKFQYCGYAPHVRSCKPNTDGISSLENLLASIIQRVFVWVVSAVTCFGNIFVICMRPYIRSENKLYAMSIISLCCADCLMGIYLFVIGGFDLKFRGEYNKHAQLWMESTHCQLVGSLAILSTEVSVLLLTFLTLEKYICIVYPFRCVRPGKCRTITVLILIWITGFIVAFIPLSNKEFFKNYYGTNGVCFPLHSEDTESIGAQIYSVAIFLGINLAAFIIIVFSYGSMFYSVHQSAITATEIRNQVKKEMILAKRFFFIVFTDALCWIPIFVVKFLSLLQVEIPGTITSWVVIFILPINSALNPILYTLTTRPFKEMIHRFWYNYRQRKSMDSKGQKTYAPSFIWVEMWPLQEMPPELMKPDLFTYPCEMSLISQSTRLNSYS
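HEK293T cells stably expressing RXFP1 were pretreated with the PDE4 inhibitor Ro 20174, exposed to compounds for 30 min at 37C, lysed, and cAMP was read by TR-FRET. Data normalized to buffer (basal) and 29 nM porcine relaxin (100%).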
Vif-A3G inh = Vif-A3G binding inhibition | Q9HC16 | HeLa A3G-eYFP + Vif (tagged APOBEC3G with the HIV-1 protein that degrades it), YFP fluorescence, overnight | Potency, µM (titrated, usually from 46.1 µM), inactives show at the top dose activity, negative = active, most hits filed as inhibitors | AID 602310 | actives 0.076% (n = 410,000);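 note: potency is the fitted concentration of half-maximal effect; % is set by controls: 0 for no effect and ±100 for the full control effect; nearly all actives have a fitted effect of over 60% in size; hits raise eYFP signal because A3G escapes Vif-driven loss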
Target sequence (Q9HC16 whole entry, looked up): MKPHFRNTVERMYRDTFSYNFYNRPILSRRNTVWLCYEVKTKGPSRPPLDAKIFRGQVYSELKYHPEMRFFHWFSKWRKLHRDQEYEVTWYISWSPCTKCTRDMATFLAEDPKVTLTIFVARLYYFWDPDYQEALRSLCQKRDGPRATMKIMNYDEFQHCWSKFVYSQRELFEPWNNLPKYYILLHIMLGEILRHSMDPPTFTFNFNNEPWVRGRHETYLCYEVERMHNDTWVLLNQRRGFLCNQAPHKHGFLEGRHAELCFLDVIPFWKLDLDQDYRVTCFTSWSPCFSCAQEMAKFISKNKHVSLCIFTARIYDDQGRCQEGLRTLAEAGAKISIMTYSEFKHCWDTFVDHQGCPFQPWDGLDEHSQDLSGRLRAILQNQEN
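Read-out is eYFP fluorescence (Ex 488/Em 500-530) from Vif-expressing HeLa A3G-eYFP cells; more signal means A3G escaped Vif-mediated degradation. Cells plated overnight, compound pinned in, incubated overnight at 37 deg C.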
D1 ag = agonists of human D1 dopamine receptor; P21728; AID 504660; actives 1% (n = 360,000); HEK293 T-REx D1 cells, calcium flux, agonist mode; activation, % at 2 µM; in the data active = activation above about 30%; note: 0% is about no effect
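Agonism was scored from calcium flux recorded over 180 s (1 read/s) after pintool compound addition, following a 10-cycle baseline. Cells were inducible force-coupled HEK293 TREx D1, plated overnight at 30 C and loaded with no-wash calcium dye.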
Active calls of the source: *; u = inconclusive; x = not tested or not shown; & = joins results of further samples. Unless noted, calls come from the whole dose curve; as a rule, active = well fitted curve in the direction sought with a large enough effect; inconclusive = small, poorly fitted or top-dose-only effect, or another doubt; inactive = no such curve, though single readings can be large; an effect the other way counts as inactive or inconclusive.

The line under a structure holds: D1 antag, GRP78 ERSR act, D1 PAM, Vif-APOBEC3F blk, LDHA block, D2 potentiator, RXFP1 ag, Vif-A3G inh, D1 ag
- COc1nsnc1NS(=O)(=O)c1ccc(NC(=S)NC(=O)c2ccncc2)cc1
    4, -1%, 1, 3%, -6, -4, 4.3%, -4%, 2
- COC(=O)Cc1c(C)c2ccc3c(c2oc1=O)CN(Cc1ccccc1OC)CO3
    13, -3%, -3, 1%, 8, 17, u, 2%, 12
- NCCCSC1=NCCCN1
    3, -7%, -3, 2%, 3, 18, 1.2%, -3%, 4
- CC(=O)NC(CC(C)C)C(=O)NC(Cc1ccccc1)C(=O)CCl (centres undefined)
    x, -13%, x, -1%, 0, x, x, -26%, x
- Clc1ccc(-c2ccc(C=Nc3ccc(N4CCOCC4)cc3)o2)c(Cl)c1
    -6, 3%, 8, 2%, 11, 5, 1.0%, 1%, 13
- Cc1ccccc1OCC(O)CN1CCN(CC(O)COc2ccccc2C)CC1 (centres undefined)
    3, -3%, -12, -1%, -1, -30, -1.6%, 1%, 54*
- CCOC(=O)CCCSc1nc(-c2ccc3c(c2)OCO3)cc(C(F)(F)F)c1C#N
    1, 0%, 4, -2%, -5, -9, 7.1%, 0%, 7
- CC(C)(C)C(=O)Nc1ccc(-c2cn3ccsc3n2)cc1
    1, -14%, -5, 2%, -4, 2, 1.9%, 2%, 3
- O=C1CSC(=S)N1c1ccc(F)c(Cl)c1
    -19, -3%, -15, -10%, -6, 2, 2.7%, 2%, 23
- Cc1ccccc1-n1c(C)cc(/C=N/NC(=O)c2ccc(CN3CCOCC3)cc2)c1C
    -27, -2%, -4, -12%, -6, 6, 2.1%, 1%, 10
- CC(C)CC(C(=O)Nn1cnnc1)N1C(=O)c2ccccc2C1=O (centres undefined)
    -10, 1%, 2, -6%, -4, 11, -2.8%, 1%, 1
- CCOc1ccc(NCc2cc3cc(OC)ccc3[nH]c2=O)cc1
    -29, 2%, -4, -12%, 5, 6, 2.1%, -3%, 13
- CCOc1ccc(-n2c(-c3ccccc3)c[n+]3c2CCC3)cc1
    14, -6%, -9, 0%, -5, -4, 0.4%, 4%, 2
- Cc1c(C(=O)Nc2ccccc2F)sc2nc3n(c(=O)c12)CCC3
    -2&2, -8%&-5%, 0&-4, 3%&-2%, 1&-5, 4&-6, 5.9%&0.0%, 1%&-1%, 3&2
- CN(CC(=O)Nc1ccc(N2CCOCC2)cc1)C(=O)CCNC(=O)c1ccc(Br)cc1
    -8, -1%, -4, -4%, -2, -3, -0.5%, -2%, 1
- CN(C(=O)COC(=O)c1ccc(C(C)(C)C)cc1)C1CCS(=O)(=O)C1 (centres undefined)
    5, -3%, -6, 7%, -8, 10, -1.0%, -1%, 7
- N#C/C(=C\c1ccccc1)c1n[nH]c(Cn2cncn2)n1
    -4, 2%, -7, 0%, -3, 0, -1.2%, 0%, 5
- COc1cc(C(CC(=O)Nc2ccc(F)cc2F)N2Cc3ccccc3C2=O)cc(OC)c1OC (centres undefined)
    -3, -1%, -1, 6%, -9, -5, -1.6%, -4%, -2
- Cc1ccc(NCc2nnc(SCC(=O)OC3CCCCC3)o2)c(C)c1
    -7, -4%, -3, -1%, -3, -1, -1.7%, 0%, -1
- CC(C)c1cc(NC(=O)C(C)(C)C)cc(C(C)C)c1O
    1, 0%, -2, -2%, -3, -6, -0.2%, 1%, 0
- CCCCNC(=O)c1nn2cc(Br)cnc2c1Br
    16, -2%, 0, 15%, 1, 2, 2.6%, -6%, -2
- Cc1ccc(N(CC(=O)NC2CCCCC2)C(=O)CNC(=O)c2cccs2)cc1
    8, -4%, -1, -6%, -4, -14, -1.0%, -5%, 5
- COC(=O)c1ccc(COC(=O)C(CCS(C)(=O)=O)N2C(=O)c3ccccc3C2=O)cc1 (centres undefined)
    -12, -4%, 1, 4%, -7, -5, 2.8%, 3%, 4
- CC1C=CC(C)C(C(=O)O)C1C(=O)O (centres undefined)
    7, -4%, 1, 0%, 2, 15, 1.5%, -2%, 1
- CC1(C)CC(=O)c2cc3c(N)c(C(=O)NCc4ccccc4)sc3nc2C1
    -5, -6%, -1, -2%, -9, 11, -2.8%, -4%, 2
- O=C(COC(=O)C1CC(O)CN1S(=O)(=O)c1ccccc1[N+](=O)[O-])c1ccc[nH]1 (centres undefined)
    0, -4%, -2, -10%, 0, -4, 2.6%, 1%, 3
- CCSc1nc(-c2cccnc2)ccc1C#N
    -20, 1%, 2, 0%, 0, 3, 0.5%, 4%, 1
- Cc1ccc2nc(Nc3ccc(F)cc3)c3nncn3c2c1
    -7, -5%, 9, -3%, -1, -1, 3.9%, -3%, 1
- O=C(Nc1ccccc1)c1ccc(S(=O)(=O)NCc2ccco2)cc1
    -7, 0%, 2, 2%, -8, -1, -0.1%, 2%, 3
- Cc1cc(C)c(C)c(S(=O)(=O)N2CCN(CC(=O)NC(=O)NCc3ccccc3)CC2)c1C
    17, -5%, 4, -19%, -5, 4, -0.2%, 1%, 3
- CC(C)C(NC(=O)c1c(F)cccc1F)C(=O)NCc1ccc(S(=O)(=O)N2CCOCC2)cc1 (centres undefined)
    -2, -3%, -2, 9%, -5, 3, 0.8%, -3%, 4
- O=C(CN1CCN(c2ccccc2)CC1)NCc1ccc(F)cc1
    -18, -2%, -2, -16%, -6, -14, -0.8%, -2%, 0
- CC(C)N=C(NC#N)SCc1ccccc1
    -47*, -2%, -4, 7%, -2, 12, -1.1%, 5%, 2
- CCCCn1c(NCc2ccncc2)nc2ccccc21
    -1, -2%, 1, 25%, -1, -5, -0.3%, -2%, 1
- O=C(O)CCNS(=O)(=O)c1ccc2ccccc2c1
    -5, -4%, -5, -13%, -4, 3, 1.3%, -6%, 0
- O=C1CCN(CCCc2ccccc2)CCN1[C@H](CO)Cc1ccccc1
    -2, -5%, 5, -3%, -10, x, -0.2%, -5%, 0
- O=C(CSc1ccccc1)Nc1ccccc1N1CCOCC1
    -4, -6%, -6, -3%, -2, -1, 2.0%, -1%, 1
- COc1ccc(-c2cc(C(=O)NCCc3ccccc3)no2)cc1OC
    -14, -3%, -3, 0%, -8, x, 2.2%, -3%, 17
- COc1cc2[nH]c(C(=O)NCCc3ccccc3)cc2c(OC)c1OC
    -2, 3%, -5, -17%, -2, -14, 2.4%, -11%, 1
- C#CC(CC)(CC)NC(=S)Nc1cccc(C(C)=O)c1
    15, 1%, 0, -3%, 0, 7, -1.2%, 7%, -2
- COc1ccc(OC)c(S(=O)(=O)Nc2cc3c(cc2N2CCCC2)n(C)c(=O)c(=O)n3C)c1
    -6, -3%, 2, -19%, 6, 10, 7.0%, 1%, 2
- COC(C[C@H]1O[C@@H]1C(=O)[C@H](C)OCc1ccccc1)OC
    x, 2%, x, -18%, -11, x, x, -14%, x
- COc1ccc(CCNC(=O)CNC(=O)Cn2ccc3ccccc3c2=O)cc1OC
    0, -4%, -8, 3%, -3, -4, 2.2%, 4%, 1
- CC1(C)Cc2[nH]c(=O)c(C#N)cc2CS1
    -6, -4%, -2, -3%, 4, x, 2.5%, -2%, 2
- CCC(C)c1ccccc1N1CC(C(=O)N2CCN(S(=O)(=O)c3ccccc3Br)CC2)CC1=O (centres undefined)
    11, -4%, -1, -2%, -1, -3, -0.1%, 1%, 2
- COc1ccc(-c2noc(C3CCCN(C(=O)Nc4ccccc4F)C3)n2)cc1 (centres undefined)
    -28, -3%, -6, 8%, 0, x, -0.5%, 2%, 4
- COc1ccc(NC(=O)c2ccc(Cl)nc2)cc1S(=O)(=O)N1CCOCC1
    -15, -1%, 0, u, -2, -5, 0.0%, -20%, 4
- CC(=O)c1cccc(NC(=O)c2sc(-n3nc(C)c(CCC(C)C)c3C)nc2C)c1
    -3, -4%, 1, 0%, -12, -11, u, 3%, -2
- CCOc1ccc(-c2cc(C(=O)NCCCn3ccnc3)c3cc(Br)ccc3n2)cc1
    3, -12%, -8, -4%, -7, 6, u, -29%, 1
- Nc1nc(O)c(CC(=O)O)s1
    -8, -3%, -7, u, -6, 4, 4.2%, 7%, 5
- CC(C)CN(CC(C)C)C(=O)Nc1cccc([N+](=O)[O-])c1
    -3, -5%, 4, -17%, -5, 3, -0.5%, 13%, 2
- CC1CCN(C(=O)CSc2nc3ccccc3s2)CC1
    9, 2%, -5, 1%, -11, -6, 0.9%, -5%, 0
- COc1cc(OC)cc(-c2cc3nc(C)c(CCC(=O)O)c(=O)n3[nH]2)c1
    4, -7%, -3, -1%, -5, -3, -0.4%, -6%, 1
- CCC(=O)Nc1nc(=S)ss1
    0, -2%, 4, -19%, -1, 11, 2.7%, 1%, 2
- C=CCNCCOc1ccccc1-c1ccccc1
    -18, -5%, -9, 2%, 3, -28, 0.9%, 4%, 20
- O=[N+]([O-])c1ccc2nc(CCCc3nc4ccc([N+](=O)[O-])cc4[nH]3)[nH]c2c1
    -7, -3%, -5, 2%, -2, -3, 0.2%, 1%, 1
- Nc1nc(SCc2ccccc2)ns1
    -17, 3%, -4, 11%, -6, 1, 0.5%, -5%, 4
- Cc1c(NC(=O)C(C)OC(=O)c2cc3c4ccccc4n(C)c3s2)c(=O)n(-c2ccccc2)n1C (centres undefined)
    -7, 2%, -6, -8%, 2, x, 1.3%, -19%, 0
- COc1ccc(/C=C2\N=C3CCCN3C2=O)cc1
    -4, 0%, -5, 0%, 1, -1, 6.2%, 2%, 5
- COc1cc2c(cc1OC)C(c1cc3cc4c(cc3[nH]c1=O)OCO4)N(C(=O)C(C)C)CC2 (centres undefined)
    20, -3%, 8, 1%, 0, -1, 2.4%, 1%, 2
- CC(C)(C)Cc1c(-c2ccc(F)cc2)nc2ccc(Cl)cn12
    x, -3%, x, u, 2, x, x, -16%, x

Single records (already shown). Order of values: D1 antag, GRP78 ERSR act, D1 PAM, Vif-APOBEC3F blk, LDHA block, D2 potentiator, RXFP1 ag, Vif-A3G inh, D1 ag
COc1ccc(OC)c(S(=O)(=O)Nc2cc3c(cc2N2CCCC2)n(C)c(=O)c(=O)n3C)c1 in the list: -6, -3%, 2, -19%, 6, 10, 7.0%, 1%, 2
COc1cc(OC)cc(-c2cc3nc(C)c(CCC(=O)O)c(=O)n3[nH]2)c1 in the list: 4, -7%, -3, -1%, -5, -3, -0.4%, -6%, 1

Some of the compounds tested; the hit share may differ from the screen's.
